Bioassay records from PubChem.
Candida biofilm = kills Candida albicans biofilms | C. albicans biofilm + clotrimazole, Alamar Blue | inhibition, % at 6 µM | 85,000 tested, 0.14% active;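 active means inhibition above 20%; inactive means inhibition below 20%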;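 further: preformed 24 hr biofilms exposed to compound for 48 hr; 0% = biofilm without compound and 100% = blank killed by clotrimazole plus chlorhexidine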
CYP2C19 inh = blocks human cytochrome P450 2C19; inhibition, % at 5 µM; 96,000 tested, 21% active; CYP2C19 Supersomes, luciferin-H EGE luminescence, 30 min;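 active means CYP2C19 inhibition above a set limit at 5 µM in the primary screen, cut at about 50% in these data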;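 further: plate controls were negative control wells for no effect and 2.5 mM tranylcypromine positive control for full effect; values of inactives mirror those of a sister screen read the other way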
Target sequence (P33261 whole entry, looked up): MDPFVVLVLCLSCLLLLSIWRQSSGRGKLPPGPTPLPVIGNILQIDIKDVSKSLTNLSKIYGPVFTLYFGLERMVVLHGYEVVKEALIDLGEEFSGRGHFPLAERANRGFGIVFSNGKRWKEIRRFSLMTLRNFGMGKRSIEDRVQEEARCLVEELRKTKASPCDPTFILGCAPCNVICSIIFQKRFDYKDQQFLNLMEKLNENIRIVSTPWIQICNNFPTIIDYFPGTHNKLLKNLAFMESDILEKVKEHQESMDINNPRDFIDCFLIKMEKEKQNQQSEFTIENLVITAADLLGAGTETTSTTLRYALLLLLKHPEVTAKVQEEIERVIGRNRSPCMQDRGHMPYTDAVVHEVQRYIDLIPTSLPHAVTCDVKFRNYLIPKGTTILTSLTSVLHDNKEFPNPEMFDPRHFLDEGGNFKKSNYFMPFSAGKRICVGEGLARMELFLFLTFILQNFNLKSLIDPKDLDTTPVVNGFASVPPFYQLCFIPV
CYP2C9 inhib = inhibitors of human CYP2C9; 96,000 tested, 20% active; P11712; CYP2C9 Supersomes, luciferin-H conversion, luminescence; inhibition, % at 5 µM;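 active means blocking of liver enzyme CYP2C9 beyond about 50% at 5 µM, limit read from the data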; further: values of inactives mirror those of a sister screen read the other way
TNFa cytotox = toxic to HUVEC cells under TNF alpha stimulation; HUVEC TNFalpha-stimulated, Hoechst cell count, imaging; cell count reduction, % at 2 µM; 93,000 tested, 0.17% active;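 active means cell count reduction exceeding the screen mean by over 5 SD, scaled to untreated wells per plate, cut at about 78% in these data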;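 further: cells counted after 24 h of TNF alpha exposure following the 1 h pretreatment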
CYP2C19 activ = increases human CYP2C19 enzyme activity; recombinant CYP2C19, luciferin-H EGE luminescence; active compounds read high; 0 = fully inhibited enzyme, 1 = untreated enzyme; P33261; 96,000 tested, under 10 active; activation factor at 5 µM;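 active means activation factor of at least 2 at 5 µM in the primary screen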;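 further: 0 = wells with 2.5 mM tranylcypromine and 1 = vehicle-only wells; values of inactives mirror those of a sister screen read the other way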
HUVEC tox IL1B = HUVEC cytotoxicity counter-screen, IL-1B stimulated; HUVEC cell count loss, Hoechst imaging; cell count reduction, % at 2 µM; 94,000 tested, 0.41% active; AID 845;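 active means cell count reduction more than 3 SD above the screen-wide mean, cut at about 70% in these data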;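 further: normalized per plate to untreated control cells as the no-loss baseline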
CYP2C9 act = activators of human CYP2C9. P11712. recombinant CYP2C9, luciferin-H conversion, luminescence; active compounds read high; factor 1 = untreated enzyme, 0 = blocked. activation factor at 5 µM. 96,000 tested, 1.4% active. AID 1024;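 active means activation factor of 2 or more for CYP2C9 at a 5 µM dose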;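 further: 0 = sulfaphenazole-blocked wells and 1 = vehicle-only wells; values of inactives mirror those of a sister screen read the other way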
DAT uptake mod = changed human dopamine transporter uptake under cocaine IC80; LLC-PK1 hDAT cells, [14C]-dopamine uptake with cocaine IC80; actives deviate in either direction; B-score at 10 µM; 110,000 tested, 1.3% active;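 active means Z score or B-score, a plate-position-corrected score, falls beyond the plate's 99.7% confidence bounds, in either direction; inactive means both scores lie inside the 99.7% bounds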;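 further: scored against the spread of the other compound wells on the same plate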
Target sequence (Q01959 whole entry, looked up): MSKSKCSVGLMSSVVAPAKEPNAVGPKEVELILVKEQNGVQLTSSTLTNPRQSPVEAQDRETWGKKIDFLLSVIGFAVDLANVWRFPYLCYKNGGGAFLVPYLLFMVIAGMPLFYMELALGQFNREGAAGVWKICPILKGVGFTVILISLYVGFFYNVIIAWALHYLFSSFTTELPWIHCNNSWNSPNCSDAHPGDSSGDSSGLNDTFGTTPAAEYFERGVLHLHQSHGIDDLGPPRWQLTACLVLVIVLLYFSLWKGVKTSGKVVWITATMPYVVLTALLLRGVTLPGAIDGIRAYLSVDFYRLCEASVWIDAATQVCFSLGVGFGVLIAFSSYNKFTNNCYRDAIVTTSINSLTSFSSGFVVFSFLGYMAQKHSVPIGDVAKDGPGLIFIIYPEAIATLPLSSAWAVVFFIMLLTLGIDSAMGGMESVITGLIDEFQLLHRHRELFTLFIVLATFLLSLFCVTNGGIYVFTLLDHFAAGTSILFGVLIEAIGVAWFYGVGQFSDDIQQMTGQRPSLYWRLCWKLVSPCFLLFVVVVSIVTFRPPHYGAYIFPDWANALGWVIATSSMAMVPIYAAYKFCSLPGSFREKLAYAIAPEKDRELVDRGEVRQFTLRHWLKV
VCAM1 TNFa inh = reduces TNF alpha induced VCAM1 expression in HUVEC; 95,000 tested, 0.48% active; HUVEC TNFa-induced VCAM-1 immunofluorescence, high-content imaging; AID 802; inhibition, % at 2 µM;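 active means inhibition above the batch mean plus 3 SD, with images confirmed as a hit by eye, cut at about 37% in these data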;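 further: 0% = TNF-stimulated DMSO wells and 100% = unstimulated control wells; not every result past the cut was called active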
* = called active by the depositor; x = no result given.

SMILES	Candida biofilm	CYP2C19 inh	CYP2C9 inhib	TNFa cytotox	CYP2C19 activ	HUVEC tox IL1B	CYP2C9 act	DAT uptake mod	VCAM1 TNFa inh
O=C(CN1CCOCC1)N1CCc2ccccc2C(c2ccccc2)C1 (stereo unspecified)	-4.9	36.6	-7.7	3.4	0.6	27.6	1.1	0.325	-10.8
O=C(CSc1nnc(C2CCCCC2)n1Cc1ccccc1)NCc1ccco1	6.4	43.2	66.4*	-5.3	0.6	2.3	0.3	1.26	-31.6
CCOC(=O)C1[C@H]2C(=O)N(C(C)c3ccc(OC)cc3)C[C@]23C=C[C@H]1O3 (stereo partly specified)	0.0	15.1	-1.4	-14.9	0.8	-11.2	1	-0.952	-10.6
N#Cc1c(SCC(=O)O)nc(N2CCCCC2)c2c1CCCC2	5.5	-5.7	46.9	-28.3	1.1	19.5	0.5	0.107	-7.4
O=C(CSc1nnc(CNc2ccc(F)cc2)o1)N1CCN(C(=O)c2ccco2)CC1	9.2	12.3	23.5	-33.9	0.9	-18.3	0.8	-0.277	19.5
O=C(NCc1ccc(N2CCCC2=O)cc1)Nc1cccc2ccccc12	6.4	-20.3	-25.3	8.0	1.2	1.0	1.3	0.0846	1.9
COCc1cc(C)c2c(N)c(C#N)sc2n1	-2.6	29.1	-35.9	23.6	0.7	20.8	1.4	-0.372	5.0
O=C(NCCCc1ccccc1)C1CCN(c2nnc(-n3cccc3)s2)CC1	10.9	34.8	48.8	-12.7	0.7	8.4	0.5	0.584	-2.1
CCOC(=O)N1CCN(S(=O)(=O)c2ccc(OC)c(OC)c2)CC1	3.3	x	x	3.0	x	5.8	x	-1.1	1.3
CC(=O)N1CCc2cc(Br)cc(S(=O)(=O)N3CCN(C(=O)c4ccco4)CC3)c21	x	28.3	59.0*	-8.9	0.7	-19.3	0.4	-2.69	3.6
CC(=O)N1CCC2(CC1)CC(=O)c1cc(OCC(=O)NCc3ccc(C)cc3)ccc1O2	5.1	41.2	46.7	-10.3	0.6	-3.7	0.5	0.585	27.8
O=C(CSc1nnc(-c2cccnc2)o1)Nc1ccccn1	5.3	-2.1	-6.9	9.0	1	26.3	1.1	0.0791	27.2
CCN(CC)CCNC(=O)c1c(O)c2c([nH]c1=O)CCCC2	7.1	6.9	11.2	-1.9	0.9	-12.3	0.9	-0.563	17.7
O=C(c1noc2c1CCCC2)N1CCN(c2ccc(F)cc2)CC1	2.6	2.4	0.6	-9.6	1	-2.3	1	-0.013	2.0
CC(=O)Nc1cccc(C(=O)OCc2ccc(C(=O)Oc3ccc(Cl)cc3)cc2)c1	x	7.4	5.9	-1.2	0.9	24.4	0.9	0.088	-24.3
COC(=O)CCN(C(=O)C1C2CC3CC(C2)CC1C3)c1ccccn1 (stereo unspecified)	8.7	-9.9	5.3	x	1.1	x	0.9	0.463	x
COC(=O)C1CCN(C(=O)C2CCCCC2)CC1	-0.4	65.9*	22.5	8.8	0.3	-2.9	0.8	-1.21	-14.8
NC(=O)c1nsc(C(=O)N(CCc2ccccc2)C(C(=O)NC2CCCC2)c2ccco2)c1N (stereo unspecified)	4.4	35.6	31.2	x	0.6	-7.8	0.7	-0.763	-15.9
O=C(CC12CC3CC(CC(C3)C1)C2)NCC(=O)N1CCCC1	7.7	6.9	-3.0	4.7	0.9	-1.4	1	0.00737	5.7
COC(=O)c1ccc(Sc2ccc(C)cc2)c(N)c1	2.7	35.3	31.4	10.8	0.6	4.4	0.7	-0.775	-0.7

Structural class, the entries above containing a cyano group
SMILES	Candida biofilm	CYP2C19 inh	CYP2C9 inhib	TNFa cytotox	CYP2C19 activ	HUVEC tox IL1B	CYP2C9 act	DAT uptake mod	VCAM1 TNFa inh
N#Cc1c(SCC(=O)O)nc(N2CCCCC2)c2c1CCCC2	5.5	-5.7	46.9	-28.3	1.1	19.5	0.5	0.107	-7.4
COCc1cc(C)c2c(N)c(C#N)sc2n1	-2.6	29.1	-35.9	23.6	0.7	20.8	1.4	-0.372	5.0

Other results
SMILES	Candida biofilm	CYP2C19 inh	CYP2C9 inhib	TNFa cytotox	CYP2C19 activ	HUVEC tox IL1B	CYP2C9 act	DAT uptake mod	VCAM1 TNFa inh
CC(C)Cn1c(SCC(=O)NC(=O)Nc2ccc3c(c2)OCCO3)nc2ccccc2c1=O	6.3	26.2	20.8	x	0.7	x	0.8	0.0834	x
CCCCOc1nc(N)nc(-c2ccccc2)n1	3.5	47.9	18.0	-21.8	0.5	10.3	0.8	-0.665	13.4
CCOC(=O)c1cccc(N2C(=O)c3ccccc3S2(=O)=O)c1	8.1	56.4*	68.4*	-16.6	0.4	-17.8	0.3	x	16.6
O=C(O)C(Cc1ccccc1)n1cnnn1 (stereo unspecified)	1.6	-3.1	2.5	-22.5	1	-15.9	1	-0.138	6.8
CCn1c(=O)cc(N2CCC3(CC2)OCCO3)[nH]c1=O	7.7	-8.8	-8.1	-18.3	1.1	-1.4	1.1	-0.862	-6.1
Cc1ccc(C)c(C(=O)CSc2nnnn2C(C)C)c1	6.8	66.2*	38.3	-5.2	0.3	-13.9	0.6	0.34	0.0
COc1ccc(CC2C(=O)OC(C)(C)OC2=O)cc1	7.8	1.0	9.5	-12.8	1	-15.3	0.9	-0.0847	8.3
CCC(C)n1[nH]c(=O)cc1N (stereo unspecified)	11.2	6.5	-5.6	-4.3	0.9	-15.0	1.1	-0.529	10.8
Cc1nn(C)c(C)c1NC(=O)CSc1nnc(C)n1-c1ccccc1	9.4	-4.1	0.6	x	1	x	1	-0.063	x
CCCOC(=O)CSc1nc(N)c(C#N)c(-c2ccco2)c1C#N	5.8	x	x	7.7	x	-24.7	x	-1.76	7.9
O=C(Nc1ccc2c(c1)C(=O)N(CC1CCCO1)C2=O)c1ccccc1Br (stereo unspecified)	4.3	-0.1	13.5	-9.3	1	44.1	0.9	-0.0987	14.7
CCOC(=O)N1CCN(C(=O)c2ccc(N(Cc3ccccc3)S(C)(=O)=O)cc2)CC1	2.7	68.0*	89.6*	-13.2	0.3	-96.6	0.1	-0.928	0.4
CC1CC(C)CN(S(=O)(=O)c2ccc(C(=O)NCc3ccc4c(c3)OCO4)cc2)C1 (stereo unspecified)	x	-11.6	11.6	-0.5	1.1	-20.3	0.9	-0.867	6.5
CC(=O)NC(CCS(C)(=O)=O)C(=O)Nc1c(C)cccc1C (stereo unspecified)	14.4	-15.4	-10.3	x	1.2	x	1.1	1.28	x
COc1cc(C(=O)NCc2nnc(SCC(=O)N3CCc4ccccc43)o2)cc(OC)c1OC	1.6	63.6*	78.7*	9.5	0.4	12.9	0.2	x	-5.8
CC(C)(C)NC(=O)CN(C(=O)CNS(=O)(=O)c1ccccc1)c1ccc2c(c1)OCCO2	-3.1	16.4	21.4	0.9	0.8	25.5	0.8	0.0683	-3.6
CCOC(=O)N1CCN(C(=O)c2ccc(C)c(S(=O)(=O)Nc3ccccc3)c2)CC1	-2.1	2.7	42.7	-9.8	1	-29.0	0.6	0.0777	11.3
COc1ccc(CNC(=O)CCCCCn2c(SCC#N)nc3cc4c(cc3c2=O)OCO4)cc1	-4.5	48.3	93.6*	x	0.5	x	0.1	0.491	x
CCOc1cc(C)c(S(=O)(=O)Nc2ccc(F)cc2)cc1C	-6.0	99.9*	96.8*	-12.9	0	13.9	0	0.717	-1.9
CN(c1ccccc1)S(=O)(=O)c1ccc(C(=O)Nc2nnc(-c3ccc(F)cc3)o2)cc1	3.6	4.6	34.0	-5.0	1	-8.4	0.7	-0.208	1.7
CCC(c1nnnn1Cc1ccc2c(c1)OCO2)N1CCN(c2ccc(F)cc2)CC1 (stereo unspecified)	3.0	43.0	87.1*	-16.1	0.6	7.3	0.1	x	0.3
C=CCSc1nc2c(c(=O)[nH]1)C(C(C)C)C(C#N)=C(N)O2 (stereo unspecified)	3.1	-15.8	17.7	-28.5	1.2	0.3	0.8	0.654	4.8
CCCCSc1nnc([C@@H](NC(=O)OC(C)(C)C)C(C)C)o1	2.5	50.2*	43.9	-27.4	0.5	12.9	0.6	0.561	-3.1
CCN(c1ccccc1)S(=O)(=O)c1cccc(C(=O)O)c1	-1.5	3.1	33.3	-15.8	1	-4.3	0.7	0.379	4.2
CCOC(=O)c1c(C)[nH]c(C(=O)OCC(=O)Nc2ccc(OCC)cc2)c1C	x	10.9	9.2	-6.9	0.9	22.1	0.9	-0.605	-8.3
C1CCC2(CC1)OCC1(CO2)COC2(CCCCC2)OC1	9.4	-6.4	-0.5	-44.6	1.1	13.4	1	-0.229	11.2
CC(C)=CCSc1nnc(CCNC(=O)OC(C)(C)C)o1	3.3	66.1*	36.3	-8.8	0.3	-48.2	0.6	-0.427	-4.8
COc1ccc(-c2nc(-c3cccc(C)c3)[nH]c(=O)c2C#N)cc1	x	-12.1	52.0*	-11.0	1.1	19.3	0.5	1.24	7.8
Cc1nnc(N(C)C(=O)Cc2ccc3c(c2)OCO3)s1	8.0	x	x	-4.4	x	12.5	x	-0.61	5.2
COC(=O)c1cc2c(cc1NC(=O)CSCCc1ccccn1)OCO2	-3.9	28.8	38.8	x	0.7	x	0.6	-0.376	x
Cc1ccc2c(c1)sc1nc(=O)n(-c3ccc(Cl)cc3)c(=O)n12	x	6.6	4.1	3.8	0.9	-2.6	1	0.116	14.5
CCN(CC)C(=O)c1c(C)nc2ccccn12	9.5	-6.1	-10.8	-25.3	1.1	-27.1	1.1	0.38	8.9
Brc1nnc2n1-c1ccccc1Sc1ccccc1-2	2.7	x	x	-19.6	x	-1.0	x	0.243	-13.4
Cc1ccc(Nc2nc(N)nc(CSCCO)n2)cc1	2.3	6.0	-4.5	-3.1	0.9	-3.2	1	-0.616	-12.2
COc1cccc(-n2cc(C(=O)O)c3ccccc3c2=O)c1	1.9	1.5	0.5	-9.8	1	-43.7	1	0.157	4.2
Cc1ccccc1-n1c(C)cc(/C=C2\NC(=O)NC2=O)c1C	2.9	x	x	-31.5	x	27.9	x	-1.12	4.7
COc1ccc(NC(=O)Cn2cccc2)cc1Cl	x	27.8	1.5	-9.8	0.7	26.8	1	0.222	-7.0
CN(C)CCN1CCc2ccccc21	4.5	8.6	-0.8	4.7	0.9	-85.3	1	-0.85	-11.4
C=C(C)CSc1nnc2n(N)c(=O)c3ccccc3n12	-1.3	-17.5	-23.2	15.2	1.2	-17.5	1.2	-0.435	4.2
O=C(NCCc1c[nH]c2ccc(Cl)cc12)c1cccnc1	5.8	90.9*	86.8*	1.4	0.1	-20.4	0.1	-0.524	17.2
Cc1nc2cc(NC(=O)Nc3nccs3)ccc2n1C	6.4	19.2	-12.2	-10.3	0.8	-20.0	1.1	0.214	9.5
Cc1cc2c(c(=O)n1C)C(C(C)C)C(C#N)=C(N)O2 (stereo unspecified)	x	3.4	9.3	-7.9	1	-0.7	0.9	x	-13.0
COc1ccc(OC)c(NC(=S)NN2CCN(C)CC2)c1	x	30.0	0.2	-6.4	0.7	-21.7	1	-0.367	-6.4
COc1cc(S(=O)(=O)NC2CCCC2)c(OC)cc1Cl	3.8	98.6*	42.1	-16.1	0	1.4	0.6	0.0313	0.7
Nc1nc(-c2cccnc2)nn1C(=O)COc1ccccc1	3.1	-9.5	-10.3	-12.8	1.1	-10.5	1.1	-0.0875	2.1
Cc1cc2c(c(=O)n1Cc1ccco1)C(c1ccccc1)C(C#N)=C(N)O2 (stereo unspecified)	0.5	21.9	1.2	7.0	0.8	-6.7	1	-0.186	0.4
COC(=O)N1CCN(c2ccc(OC)cc2)CC1	2.0	44.7	-9.3	-12.6	0.6	-14.1	1.1	-1.53	-3.5
